Screens from PubChem.
LYPLA1 inh: LYPLA1 (human) inhibition in PME1 counter-screen; O75608; recombinant LYPLA1, FP-Rh probe fluorescence polarization; inhibition, % at 5.9 µM; hit rate 0.16% among 320,000; AID 2174;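 active = inhibition above the mean of all tested compounds plus 3 SD, set per campaign, cut at about 14% in these data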;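 also: inhibitors block serine hydrolase probe labeling of LYPLA1 so polarization falls; 0% = enzyme with DMSO and 100% = wells lacking LYPLA1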
Target sequence (O75608 whole entry, looked up): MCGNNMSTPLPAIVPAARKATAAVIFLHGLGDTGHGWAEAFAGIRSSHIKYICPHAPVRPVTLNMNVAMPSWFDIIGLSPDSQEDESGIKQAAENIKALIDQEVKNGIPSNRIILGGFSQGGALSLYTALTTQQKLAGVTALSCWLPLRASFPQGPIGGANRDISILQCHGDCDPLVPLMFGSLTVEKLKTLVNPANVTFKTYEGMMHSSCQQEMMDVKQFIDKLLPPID
PAFAH2 FP inh: PAFAH2 (human) inhibition | inhibition, % at 3.39 µM | Q99487 | AID 492956 | hit rate 0.99% among 340,000 | recombinant PAFAH2, FP-rhodamine activity probe, fluorescence polarization;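 active = inhibition above the mean over all tested compounds plus 3 SD, cut at about 30% in these data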;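 also: inhibitors block probe labeling of enzyme so polarization drops; 0% = enzyme with DMSO and 100% = wells lacking PAFAH2 protein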
LYPLA2 inh: LYPLA2 (human) inhibition in PME1 counter-screen | recombinant LYPLA2, FP-Rh probe fluorescence polarization | inhibition, % at 5.9 µM | hit rate 0.38% among 320,000 | AID 2177;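 active = inhibition above the screen-wide mean plus 3 SD, limit set per campaign, cut at about 26% in these data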;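 also: 0% = LYPLA2 with DMSO and 100% = wells lacking LYPLA2 enzyme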
GSTO1 inh: GSTO1 inhibition, counter-screen for RBBP9 inhibitors; inhibition, % at 5.96 µM; AID 1974; hit rate 1.1% among 300,000; recombinant GSTO1, activity-based probe fluorescence polarization;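 active = inhibition above the campaign mean inhibition plus 3 SD, cut at about 35% in these data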;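 also: 0% = GSTO1-1 with DMSO and 100% = wells lacking GSTO1-1 enzyme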
Target sequence (P78417 whole entry, looked up): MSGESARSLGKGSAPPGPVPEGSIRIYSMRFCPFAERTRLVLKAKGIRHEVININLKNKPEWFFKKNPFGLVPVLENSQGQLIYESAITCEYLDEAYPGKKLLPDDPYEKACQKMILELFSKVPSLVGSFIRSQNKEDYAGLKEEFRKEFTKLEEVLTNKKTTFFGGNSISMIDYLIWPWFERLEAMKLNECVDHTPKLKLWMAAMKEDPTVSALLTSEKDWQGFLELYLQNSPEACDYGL
PAFAH1B3 inh: PAFAH1B3 (human) inhibition | hit rate 0.28% among 340,000 | inhibition, % at 3.39 µM | recombinant PAFAH1B3, FP-rhodamine probe, fluorescence polarization | Q15102 | AID 492972;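 active = inhibition above the screen-wide average of all tested compounds plus 3 SD, cut at about 25% in these data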;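 also: 0% = enzyme with DMSO only and 100% = wells lacking PAFAH1B3 protein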
pPAFAH inh: pPAFAH (human) enzyme inhibition; recombinant pPAFAH, FP-rhodamine probe fluorescence polarization; AID 463082; hit rate 1.5% among 330,000; Q13093; inhibition, % at 3.39 µM;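 active = inhibition above the mean inhibition across the screen plus 3 SD, cut at about 25% in these data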;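 also: inhibitors block binding of the rhodamine activity-based probe so polarization drops; 0% = enzyme with DMSO and 100% = wells lacking pPAFAH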
Target sequence (Q13093 whole entry, looked up): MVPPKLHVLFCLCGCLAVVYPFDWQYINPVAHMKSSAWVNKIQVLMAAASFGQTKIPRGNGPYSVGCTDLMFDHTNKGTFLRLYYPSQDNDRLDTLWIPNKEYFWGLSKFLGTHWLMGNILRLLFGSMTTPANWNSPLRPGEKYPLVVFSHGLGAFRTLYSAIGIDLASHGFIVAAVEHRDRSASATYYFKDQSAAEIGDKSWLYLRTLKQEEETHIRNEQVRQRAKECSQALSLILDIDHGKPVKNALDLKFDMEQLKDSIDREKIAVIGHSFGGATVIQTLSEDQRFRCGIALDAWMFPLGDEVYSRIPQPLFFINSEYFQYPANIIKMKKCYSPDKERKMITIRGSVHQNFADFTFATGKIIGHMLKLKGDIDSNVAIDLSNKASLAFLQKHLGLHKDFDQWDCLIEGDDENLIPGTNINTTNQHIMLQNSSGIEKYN
PAFAH1B2 inh: inhibitors of human PAFAH1B2; P68402; inhibition, % at 3.39 µM; AID 492953; hit rate 1.2% among 340,000; recombinant PAFAH1B2, FP-rhodamine activity probe, fluorescence polarization;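 active = inhibition above the mean of all tested compounds plus 3 SD, cut at about 24% in these data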;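 also: 0% = enzyme with DMSO and 100% = wells lacking PAFAH1B2; many of its hits are not listed in these tables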
PREPL inh: inhibits the human prolyl oligopeptidase-like enzyme. AID 2751. inhibition, % at 5.96 µM. hit rate 0.68% among 320,000. Q4J6C6. recombinant PREPL, fluorescence polarization activity-based probe; in the data active = inhibition above about 43%;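 also: 0% = enzyme with DMSO and 100% = wells lacking enzyme; many of its hits are not listed in these tables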
PAD4 FP inh: inhibitors of human PAD4; hit rate 0.41% among 330,000; inhibition, % at 6.36 µM; recombinant PAD4, RCA probe fluorescence polarization;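 active = percent inhibition above a cutoff equal to the mean of all tested compounds plus 3 SD, cut at about 15% in these data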;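 also: 0% = PAD4 with RCA probe and DMSO and 100% = probe without PAD4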
An asterisk follows results filed as active; x = not tested or not shown. Only part of the results is shown. The share of hits here may be higher or lower than overall.

SMILES | LYPLA1 inh | PAFAH2 FP inh | LYPLA2 inh | GSTO1 inh | PAFAH1B3 inh | pPAFAH inh | PAFAH1B2 inh | PREPL inh | PAD4 FP inh
Cc1ccccc1CN(c1ccc(C(=O)Nc2ccccc2C(=O)N2CCCC2)cc1)S(C)(=O)=O | -5 | 2 | 4 | 1 | 1 | 3 | 11 | 4 | 2
C=CCN1CN(S(=O)(=O)c2cccc(Cl)c2)c2nc3ccccc3nc21 | 0 | 7 | 6 | -1 | 4 | 17 | -1 | 7 | 46*
O=C(NNC(=S)Nc1ccc(Cl)cc1Cl)c1ccncc1 | 1 | 3 | 2 | 2 | -6 | 9 | 8 | -3 | -4
COc1ccc(S(=O)(=O)NCC2CCC(C(=O)NCCC(C)C)CC2)cc1 (centres undefined) | -2 | -5 | 1 | 0 | 6 | -1 | 0 | -3 | 3
Cc1c2cnn(CC(=O)NCc3ccccn3)c(=O)c2c(C)n1Cc1ccc(Cl)cc1 | 1 | 9 | 0 | -6 | 0 | 7 | 13 | 15 | 1
COC(=O)Nc1ccc(S(=O)(=O)N2CCC(C)CC2)cc1 | -1 | 9 | -2 | 4 | -5 | -6 | 25* | -2 | 5
CCCCc1cn([C@@H](CCCCN)C(=O)N2CCNCC2)nn1 | -1 | 4 | -5 | 15 | 5 | -1 | -3 | -5 | -8
Cc1cccc(NC(=O)c2cccc(C(=O)Nc3cccc(C)c3)n2)c1 | -2 | -5 | 0 | 4 | 4 | 2 | 5 | 0 | 3
CS(=O)(=O)c1ccc2nc(NC(=O)C3=NN(c4ccccc4)C(=O)CC3)sc2c1 | 5 | 5 | 6 | -8 | 6 | 8 | 2 | -1 | 3
O=C(NCCc1ccc2c(c1)OCCO2)c1ccccc1F | 1 | -4 | 4 | -1 | 0 | 1 | -2 | 3 | 3
O=C(CC1Nc2ccccc2NC1=O)c1ccccc1 (centres undefined) | -2 | x | 4 | 7 | x | 7 | x | 21 | -3
Cc1nc2ccccn2c1/C(O)=C1\C(=O)C(=O)N(CCN2CCOCC2)C1c1ccncc1 (centres undefined) | 0 | -2 | 11 | 0 | 3 | 4 | 0 | -10 | -5
N#Cc1ccc(C2=CC(=O)C[C@H](c3ccc(F)cc3)C2)cc1 | -1 | 0 | 8 | x | 5 | 3 | -2 | 5 | -2
Cc1cc(C(=O)CSc2nncs2)c(C)n1-c1ccc2c(c1)OCO2 | 0 | 7 | -5 | 6 | -4 | 7 | -4 | -4 | -1
O=[N+]([O-])c1cccc(/C=C/c2nc(C=Nc3ccccc3)c(O)o2)c1 | 0 | 15 | 2 | 1 | 5 | -2 | 4 | 26 | 4
O=C(Nc1nccs1)c1cc2sccc2n1Cc1ccc(F)cc1 | 2 | 8 | 1 | -3 | 5 | 6 | 14 | 4 | -5
O=C(COc1ccc(F)cc1Br)N1CCN(c2ncccn2)CC1 | 0 | 0 | -5 | 2 | -3 | 1 | -2 | -9 | -3
O=C(/C=C/c1ccccc1)c1ccccc1O | -1 | 4 | 5 | 4 | 2 | 5 | 5 | -9 | 0
Cc1cn([C@H]2C[C@H](O)[C@@H](CCC(=O)NCCCn3ccnc3)O2)c(=O)[nH]c1=O | x | -6 | x | x | 7 | 6 | -3 | x | 1
CCN(CC)CCCNC(=O)c1ccc2c(SCC(=O)O)c3c(nc2c1)CCC3 | -3 | x | -2 | 2 | x | 9 | x | 7 | 0
Cc1ccc(S(=O)(=O)N(CC(O)CN2CCCC2)c2ccccc2)cc1 (centres undefined) | 4 | -8 | 7 | 9 | 3 | -1 | 0 | -9 | -1
Cc1nn(Cc2c(F)c(F)c(F)c(F)c2F)c(C)c1NC(=O)c1c(-c2ccccc2)nn(-c2ccccc2)c1C | -2 | -3 | -1 | -5 | -5 | -5 | 1 | 3 | -2
CCN1CCN(c2nc3c(C)cccn3c(=O)c2/C=C(\C#N)S(=O)(=O)c2ccc(C)cc2)CC1 | 1 | -2 | -6 | -4 | 5 | 1 | 6 | 1 | -1
COCCCNC(=O)CNC(=S)N(Cc1ccccc1)Cc1cccnc1 | -3 | 6 | 5 | 1 | 14 | -1 | 6 | -5 | -3
Cn1c(=NC(=O)c2ccccc2[N+](=O)[O-])sc2cc(S(C)(=O)=O)ccc21 | 1 | 1 | 1 | 0 | 7 | 3 | 6 | -3 | -1

Entries of single compounds, quoted from the list. Values in the order: LYPLA1 inh | PAFAH2 FP inh | LYPLA2 inh | GSTO1 inh | PAFAH1B3 inh | pPAFAH inh | PAFAH1B2 inh | PREPL inh | PAD4 FP inh
`N#Cc1ccc(C2=CC(=O)C[C@H](c3ccc(F)cc3)C2)cc1` reads -1 | 0 | 8 | x | 5 | 3 | -2 | 5 | -2
`C=CCN1CN(S(=O)(=O)c2cccc(Cl)c2)c2nc3ccccc3nc21` reads 0 | 7 | 6 | -1 | 4 | 17 | -1 | 7 | 46*
`CCN1CCN(c2nc3c(C)cccn3c(=O)c2/C=C(\C#N)S(=O)(=O)c2ccc(C)cc2)CC1` reads 1 | -2 | -6 | -4 | 5 | 1 | 6 | 1 | -1
`Cc1cccc(NC(=O)c2cccc(C(=O)Nc3cccc(C)c3)n2)c1` reads -2 | -5 | 0 | 4 | 4 | 2 | 5 | 0 | 3
`COc1ccc(S(=O)(=O)NCC2CCC(C(=O)NCCC(C)C)CC2)cc1` (centres undefined) reads -2 | -5 | 1 | 0 | 6 | -1 | 0 | -3 | 3

Additional results
SMILES | LYPLA1 inh | PAFAH2 FP inh | LYPLA2 inh | GSTO1 inh | PAFAH1B3 inh | pPAFAH inh | PAFAH1B2 inh | PREPL inh | PAD4 FP inh
Cc1cc2nc(-c3ccc(SCc4ccccc4C#N)nc3)[nH]c2cc1C | -21 | -6 | -39 | 1 | -1 | -7 | -1 | 0 | 2
CCOc1ccc(-n2c(C)cc(/C=C3/C(=N)N4C(=NC3=O)SN=C4S(C)(=O)=O)c2C)cc1 | -3 | -1 | 5 | -5 | -1 | 4 | 5 | 6 | -6
CCn1cc(CN2CCC(C(=O)Nc3cccc(-c4cccc(F)c4)c3)CC2)cn1 | -1 | -3 | 7 | -3 | 2 | -3 | 2 | -32 | -2
O=C(CSc1cn(Cc2ccccc2)c2ccccc12)Nc1nccs1 | -4 | -6 | -6 | -2 | -15 | -4 | 5 | -11 | -9
Cc1ccc(S(=O)(=O)N2CCCCC2)cc1NC(=O)COC(=O)c1cccn1C | x | 39* | x | x | -1 | 6 | 6 | 10 | 1
O=C(NCC1CCCO1)C(=O)N/N=C/c1c(F)cccc1Cl (centres undefined) | 2 | -3 | -1 | -3 | 13 | 1 | 1 | -8 | -7
CCN(c1ccccc1)S(=O)(=O)c1ccc(OC)c(NC(=O)c2ccc(=O)[nH]c2)c1 | x | 8 | x | x | 3 | 5 | 3 | 10 | 1
COc1ccccc1NC(=O)c1cc2ccccc2o1 | 0 | 8 | 5 | -6 | 1 | 1 | 3 | 4 | -2
CN(CC(=O)Nc1ccc(Cl)cc1)C(=O)c1cccc(S(=O)(=O)N(C)C)c1 | 3 | -1 | 4 | -1 | 2 | 2 | -1 | 18 | 1
O=C(COC(=O)c1ccc(F)cc1F)Nc1ccc2[nH]c(=O)[nH]c2c1 | -1 | -12 | 5 | -46 | 10 | 6 | -2 | 21 | -4
CC(C)CN(CC(C)C)C(=O)CN1c2cccc3cccc(c23)S1(=O)=O | -3 | 3 | -4 | 2 | 5 | 0 | 12 | 11 | 5
CCCn1c2c(c(O)c(C(=O)NCc3ccccc3)c1=O)CCCC2 | -3 | 6 | 5 | 16 | 2 | -1 | 3 | 10 | 2
O=C(COc1ccccc1)Nn1cnc2ccccc21 | 5 | -4 | 3 | -4 | -3 | -4 | 1 | 10 | -2
COc1ccc(S(=O)(=O)N(C)C[C@H]2Oc3ccc(NS(=O)(=O)c4cn(C)cn4)cc3C(=O)N([C@H](C)CO)C[C@@H]2C)cc1 | x | 5 | x | x | 11 | -2 | 5 | 17 | -2
Cc1nc2cc(-c3ccc(Cl)cc3)nn2c(C)c1CCC(=O)NCc1ccco1 | -2 | -5 | -2 | -1 | -32 | 14 | 3 | -31 | -1
CCCc1n[nH]c(=O)c2c1nnn2Cc1ccccc1 | 0 | 1 | 6 | -6 | 4 | 5 | 4 | 0 | 1
CCC(C)Oc1nc(C)cc(C)c1S(=O)(=O)c1ccccc1C (centres undefined) | 4 | -3 | -5 | -4 | 9 | 1 | 4 | 7 | -9
COc1cccc(NC(=O)CN(C)C(=O)c2cc3c(s2)CCCCC3)c1 | 1 | -2 | -1 | x | 7 | -2 | 6 | 1 | -2
COc1cccc(C(=O)Nc2cccc3cccnc23)c1OC | -1 | 4 | 4 | -5 | -2 | -6 | 3 | -5 | -2
CCOC(=O)C1=CN(Cc2cccc(F)c2)S(=O)(=O)N(C)C1c1ccc(C(F)(F)F)cc1 (centres undefined) | x | -2 | x | x | 9 | 2 | 5 | x | 3
Cc1ncsc1CCC(=O)N1CCCC(C(=O)c2ccc3c(c2)OCO3)C1 (centres undefined) | -1 | 2 | -2 | 5 | 13 | 6 | 3 | 5 | 1
Cc1noc(C)c1NC(=O)N(C)C[C@@H]1Oc2c(NC(=O)NC(C)C)cccc2C(=O)N([C@@H](C)CO)C[C@@H]1C | x | -4 | x | x | 8 | 0 | 5 | 3 | -4
CCCN1Cc2cccc(C(=O)NCCc3cccc(C)c3)c2C1=O | -1 | -4 | 12 | -7 | 0 | 10 | 4 | -9 | 0
CCOC(=O)C1=C(C)Nc2ccccc2N=C1NC(=O)C(CC)c1ccccc1 (centres undefined) | 0 | 3 | -1 | -5 | 6 | -10 | 4 | -8 | -4
CCOc1ccc(S(=O)(=O)NC(C)C)cc1C(N)=O | -1 | 10 | 5 | -2 | 2 | 6 | 9 | -3 | -4

Pulled by structure from the entries so far (6):
SMILES | LYPLA1 inh | PAFAH2 FP inh | LYPLA2 inh | GSTO1 inh | PAFAH1B3 inh | pPAFAH inh | PAFAH1B2 inh | PREPL inh | PAD4 FP inh
O=C(NCC1CCCO1)C(=O)N/N=C/c1c(F)cccc1Cl (centres undefined) | 2 | -3 | -1 | -3 | 13 | 1 | 1 | -8 | -7
CCCN1Cc2cccc(C(=O)NCCc3cccc(C)c3)c2C1=O | -1 | -4 | 12 | -7 | 0 | 10 | 4 | -9 | 0
O=C(COC(=O)c1ccc(F)cc1F)Nc1ccc2[nH]c(=O)[nH]c2c1 | -1 | -12 | 5 | -46 | 10 | 6 | -2 | 21 | -4
O=C(COc1ccccc1)Nn1cnc2ccccc21 | 5 | -4 | 3 | -4 | -3 | -4 | 1 | 10 | -2
CCOc1ccc(S(=O)(=O)NC(C)C)cc1C(N)=O | -1 | 10 | 5 | -2 | 2 | 6 | 9 | -3 | -4
Cc1noc(C)c1NC(=O)N(C)C[C@@H]1Oc2c(NC(=O)NC(C)C)cccc2C(=O)N([C@@H](C)CO)C[C@@H]1C | x | -4 | x | x | 8 | 0 | 5 | 3 | -4
